NR2E3 ag-1: activates human NR2E3 receptor. CHO-S Gal4-NCOR/VP16-NR2E3 two-hybrid, luciferase. inhibition of corepressor binding, % at 3.98 µM. hit rate 0.35% among 360,000. AID 602229;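 active = inhibition above the mean of all tested compounds plus 3 SD, cut at about 70% in these data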;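 also: 0% = DMSO with NR2E3 transfected cells and 100% = cells lacking NR2E3 construct; higher means lower luciferase signal from less NR2E3 corepressor binding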
Target sequence (Q9Y5X4 whole entry, looked up, the tested form may be a part): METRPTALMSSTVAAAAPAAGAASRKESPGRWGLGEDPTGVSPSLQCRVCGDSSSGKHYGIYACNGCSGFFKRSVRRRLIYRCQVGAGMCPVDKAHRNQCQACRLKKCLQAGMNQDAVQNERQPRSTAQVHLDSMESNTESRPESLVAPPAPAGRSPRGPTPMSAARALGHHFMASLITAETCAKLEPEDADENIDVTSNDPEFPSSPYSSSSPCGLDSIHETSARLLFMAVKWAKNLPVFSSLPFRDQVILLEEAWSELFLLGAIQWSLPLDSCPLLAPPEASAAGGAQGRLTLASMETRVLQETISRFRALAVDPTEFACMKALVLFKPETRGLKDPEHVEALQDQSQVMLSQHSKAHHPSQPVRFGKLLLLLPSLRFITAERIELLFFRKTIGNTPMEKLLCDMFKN
Vif inh: inhibitors of HIV Vif; AID 602346; inhibition, % at 7.49 µM; hit rate 0.35% among 340,000; HEK293T cells, Vif self-association by quenched fluorescence, imaging, 24 h; in the data active = inhibition above about 50%, passing the limit was not always enough; inconclusive = no clear call, values can overlap the other calls; inactive = below about 31%; also: some results filed as inactive read as strong as hits
CF NFkB inh: blocks PAF-induced NF-kB reporter in cystic fibrosis cells; KKLEB NF-kB-GFP reporter, GFP fluorescence overnight; inhibition, % at 5 µM; hit rate 0.86% among 360,000; AID 588850;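 active = at least 50% inhibition at 5 µM, scaled per plate between neutral and stimulator controls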;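 also: PAF is a Pseudomonas aeruginosa culture filtrate used as stimulus; plate controls were PAF-stimulated DMSO wells for no effect and unstimulated DMSO wells for full effect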
NR2E3 ag-2: agonists of human nuclear receptor NR2E3; GST-NR2E3/biotin-RetCOR TR-FRET, 1536-well; AID 2300; hit rate 0.12% among 320,000; inhibition of corepressor binding, % at 4.78 µM;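 active = percent inhibition above the cutoff of mean plus 3 SD of all tested compounds, set per screening campaign, cut at about 20% in these data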;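 also: 0% = DMSO wells and 100% = biotin wells as full block of FRET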
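Material: NR2E3–RetCOR corepressor complex / Amount: 1.35 nM GST-NR2E3 / Medium: Tris pH 7.5 / Compound: single nominal compound dose of 4.8 µM / Incubation: 5 h at 4 °C / Technique: TR-FRET, Eu(K)-anti-GST donor, streptavidin-D2 acceptor, ex 340, em 617/671 nm / Read-out basis: percent loss of FRET ratio relative to control wells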
KKLEB cytotox: counter-screen for CF NF-kB inhibitors: cytotoxicity; KKLEB CF airway cells viability, ATPlite luminescence, overnight; hits give low values; cells stimulated with P. aeruginosa culture filtrate; activity change (cytotoxicity), % at 5 µM; hit rate 0.36% among 360,000; AID 602141;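 active = corrected activity change at or below -50% at 5 µM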
Shn3 3UTR inh: Schnurri-3 reporter inhibition in Clone20 osteoblasts. Clone20 osteoblast Shn3 3'UTR firefly luciferase, 24 h. inhibition, % at 12.5 µM. hit rate 0.52% among 360,000. AID 588674;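 active = mean inhibition of at least 75% with every replicate also reaching 75%; inconclusive = mean inhibition at least 75% but some replicate below; inactive = mean inhibition below 75%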;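 also: 0% = median of neutral control wells and 100% = pilot-screen positive control compound; some compounds past the cut are filed as inactive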
PDI inh: blocks human protein disulfide isomerase activity | hit rate 0.052% among 350,000 | PDI insulin aggregation turbidity, A650, 90 min | inhibition, % at 10 µM | P07237;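 active = mean inhibition across replicates of 30% or more, whatever share of single replicates reach that level; inconclusive = mean inhibition below 30% while every single replicate reaches 30%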;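 also: absorbance from insulin aggregation driven by PDI reduction with DTT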
Target sequence (P07237 whole entry, looked up): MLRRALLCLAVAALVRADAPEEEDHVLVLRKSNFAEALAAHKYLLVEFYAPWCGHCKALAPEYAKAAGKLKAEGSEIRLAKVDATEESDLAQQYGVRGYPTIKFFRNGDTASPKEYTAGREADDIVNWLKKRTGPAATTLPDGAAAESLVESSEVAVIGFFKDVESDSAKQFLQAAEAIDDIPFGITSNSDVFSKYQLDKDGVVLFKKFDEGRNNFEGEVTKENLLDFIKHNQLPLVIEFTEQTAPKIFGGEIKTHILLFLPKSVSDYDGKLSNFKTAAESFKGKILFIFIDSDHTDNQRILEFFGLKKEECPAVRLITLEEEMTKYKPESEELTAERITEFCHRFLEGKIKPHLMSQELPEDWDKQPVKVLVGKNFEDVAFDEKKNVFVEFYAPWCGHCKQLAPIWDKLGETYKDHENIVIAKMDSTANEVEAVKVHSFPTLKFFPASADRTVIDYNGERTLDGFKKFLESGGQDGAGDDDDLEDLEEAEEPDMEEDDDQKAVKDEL
TRPM1 prom inh: MITF TRPM1 promoter inhibition in SK-MEL-5 cells. SK-MEL-5 TRPM1 promoter luciferase, 24 h. AID 488899. hit rate 0.83% among 330,000. inhibition, % at 12.5 µM;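 active = mean inhibition across replicates of 60% or more, whatever share of single replicates reaches that level; inconclusive = some that reach 60%, reason not given; inactive = mean inhibition across replicates below 60%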; also: values of inactives mirror those of a sister screen read the other way
Peg3 promoter: reduces Peg3 promoter-driven luciferase expression in HeLa. HeLa PEG-Prom luciferase reporter, luminescence, overnight. inhibition, % at 20 µM. hit rate 1.7% among 360,000;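 active = inhibition of at least 50% at 20 µM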
CaV13 FRET inh: Primary screen for inhibitors of IQ motif and Ca2+-dependent inactivation inhibitor domain binding in CACNA1D, Förster resonance energy transfer in living cells, …; inhibition, % at 12.3 µM; hit rate 0.098% among 340,000; HEK cells, CFP/YFP FRET ICDI-IQ, plate reader, 10 min; percent FRET-ratio fall versus neutral wells;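 active = mean replicate inhibition of at least 30% and at least 1% of replicates passing that level; inconclusive = only one of the two criteria is met; inactive = neither criterion is met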;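 also: 0% = median of the neutral control wells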
HIF-2a block: HIF-2a inhibition; 786-0 RCC cells HIF-2a reporter, luciferase luminescence, overnight; inhibition, % at 18.8 µM; hit rate 0.72% among 360,000; AID 624352;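 active = inhibition of the luminescence signal of 40% or more relative to plate controls, in a single-dose primary screen at 18.75 µM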
Starred values were filed as active, the others as inactive; ? = inconclusive; . = no result given.

SMILES	NR2E3 ag-1	Vif inh	CF NFkB inh	NR2E3 ag-2	KKLEB cytotox	Shn3 3UTR inh	PDI inh	TRPM1 prom inh	Peg3 promoter	CaV13 FRET inh	HIF-2a block
COc1ccc(C2NC(=O)NC(C)=C2C(C)=O)cc1 (configuration not stated)	-31	-7	12	1	1	6	-5	-7	14	.	12
O=C(N1CCN(CCO)CC1)N1c2ccccc2CCc2ccccc21	-36	9	1	-2	-19	7	5	2	-5	-4	8
CC(C)c1cc(C(=O)NCc2ccco2)no1	-4	-6	-15	3	-1	-41	-10	-58	-69	-7	-86
CCC(=O)NCCc1nc2cc(NC(=O)c3ccc(OC)cc3)ccc2n1C	-29	0	2	1	12	-64	-17	-41	-148	-8	-212
CC(=O)c1ccc(N2CCN(S(=O)(=O)c3c(C)[nH]c(=O)[nH]c3=O)CC2)cc1	20	3	13	3	5	-3	-2	-12	13	1	0
O=C(c1ccc2c(=O)n3c(nc2c1)CCC3)N1CCCSC1=Nc1ccccc1	-16	-2	-1	-5	11	-7	10	-23	-9	-7	-8
CCOC(=O)C1CCCN(c2c(NCc3ccco3)c(=O)c2=O)C1 (configuration not stated)	9	2	-7	4	-13	-17	19	.	-5	-7	9
O=C(c1ccccc1)N1CCCCCC1	29	-4	-13	-1	4	4	1	10	1	-5	-12
Cc1ccc(N=Cc2c(C)[nH]n(-c3nc4ccccc4[nH]3)c2=O)cc1	-18	-5	-2	2	0	3	-3	14	36	-15	-5
Cn1nccc1C(=O)N1CCCC(N2CCN(Cc3ccc4c(c3)OCO4)CC2)C1 (configuration not stated)	14	-5	-7	.	3	16	-7	0	-2	.	6
Cc1ccccc1-c1nc(CS(=O)(=O)CC(=O)N(C)C2CCCCC2)c(C)o1	22	-10	-10	-1	4	5	.	17	11	-6	8
N#C/C(=C\c1cccc(Cl)c1)c1n[nH]c(Cn2cncn2)n1	-11	17	-15	2	-2	-9	0	4	7	-5	15
Cc1ccc(NC(=O)CNc2ccc(N3CCOCC3)cc2)cc1S(=O)(=O)N(C)C	-3	19	-5	0	5	-6	-6	5	2	1	7
Cc1cccc(NC(=S)N2CCN(Cc3ccccc3)CC2)c1C	-6	0	-11	0	11	-19	1	-35	7	-16	17
FC(F)(F)c1cnc(-c2cnc(-c3ccncc3)nc2)c(Cl)c1	-37	-1	9	4	11	-20	-1	-46	-201	-2	-213
Nc1nncn1C(=O)CCCOc1ccccc1	9	-7	5	-1	0	7	8	-8	6	-5	21
COc1ccc(/C=N/NC(=O)c2cc3c(ccc4ccccc43)o2)c(OC)c1	-34	18	23	.	2	5	5	-2	-35	.	-53
COCC(C)NC(=O)CSc1nc(-c2ccccc2)c(-c2ccccc2)o1 (configuration not stated)	-2	-11	-3	1	12	6	6	31	33	-4	9
CCOC(=O)/C=C1\SCC(=O)N1CC(=O)NC(C)C	-4	23	5	3	-3	4	-3	-9	8	.	9
CCCCC(CC)CNC(=O)CCCCn1c(=O)[nH]c2ccsc2c1=O (configuration not stated)	7	-11	-9	-3	13	6	-7	7	0	-7	8
CC1=NN(c2nc(-c3ccccc3)cs2)C(=O)C1	27	5	-15	-2	6	10	-7	6	2	-3	30
COC(=O)c1cn(NC(=O)Cc2ccccc2OC)c(=O)c2ccccc12	17	3	-9	4	1	-14	0	4	4	3	10
O=[N+]([O-])c1ccc(N=Nc2c(O)[nH]c3ccc(F)cc23)cc1	-47	-6	-37	-3	-14	-21	-3	-52	-80	-25	-343
CCCCc1nc2sc3c(c2c(=O)n1NC(=O)c1ccco1)CC(C)(C)OC3	0	-1	5	2	0	7	-1	-6	14	5	9
O=C(O)c1c2c(nc3ccccc13)/C(=C/c1ccc(O)cc1)CC2	-87	6	-19	1	-3	16	14	28	10	-20	-19
NC(=O)Cc1ccc(C(=O)c2ccccc2F)s1	-20	2	-20	1	3	13	-6	7	2	-6	-17
O=C(COc1ccccc1[N+](=O)[O-])NC1CC1	-34	8	-9	-3	4	-5	14	15	-18	-5	0
COC(=O)/C(=C/c1ccco1)NC(=O)c1ccc(Br)o1	-27	-2	-15	0	12	-3	7	-17	5	-5	2
Cc1occc1-c1nnc(SCCNCCO)o1	-2	4	-37	2	-8	4	2	-12	1	-2	14
Cc1ccc(CNC(=O)/C=C/c2ccccc2Cl)cc1	-38	8	1	-3	12	.	5	-5	-110	.	-137
Cc1nn(Cc2ccccc2)c(C)c1CNC(=O)CN=C1NS(=O)(=O)c2ccccc21	5	19	4	.	11	12	2	4	8	-15	8
O=C(COC(=O)CC1CCCC1)Nc1cc2c(cc1Cl)C(=O)c1ccccc1C2=O	-82	.	-91	1	12	.	0	-28	-237	-4	-245
CC(=O)NCC(=O)OCC(=O)c1ccc(Br)cc1	-6	3	15	0	0	-5	10	-13	16	-3	14
CC(C)n1c(SCC(=O)Nc2ccccc2N2CCCCC2)nc2c1c(=O)n(C)c(=O)n2C	-30	-3	8	1	0	18	2	1	26	-9	11
O=C(CN1CCOc2ccccc21)NCc1ccco1	-22	1	6	3	-7	-2	.	.	-14	9	-20
O=C(c1ccc(OCC2CCCO2)cc1)N1CCc2ccccc2C1 (configuration not stated)	-45	-6	6	1	-4	-35	0	-6	-99	4	-64
CCC(=O)Nc1cc(C(=O)OCC(=O)c2ccccc2)ccc1C	-107	7	18	3	-2	-72	0	-73	-210	-1	-103
O=C(c1ccc2noc(-c3ccccc3)c2c1)N1CCN(c2ccccc2)CC1	-10	-3	14	.	9	-6	-3	-5	-10	-4	-22
Cc1ccc(/C=C2/N=C(c3ccccc3)NNC2=O)cc1	13	-3	-3	0	8	-17	-4	.	19	-15	25
O=c1c(-c2ccc([N+](=O)[O-])cc2)coc2c(O)c(O)ccc12	-91	?	-36	-1	12	23	-5	-18	-87	-13	-42
Cc1ccc(CNS(=O)(=O)c2c(C)nc3scc(C)n3c2=O)cc1	-12	12	-18	0	-1	4	-3	9	11	-3	8
Cc1ccc(C(=O)/C=C/NNC(=O)c2ccccc2O)cc1	-44	-3	2	1	-6	-10	2	6	6	-2	-19
Cc1cc(C)n(Cc2ccccc2Cl)n1	-18	8	-12	-1	10	-3	-1	-4	7	.	19
CCOC(=O)c1nn(-c2cccc(OC)c2)c2nc(Nc3ccccc3)cc(=O)n12	-91	8	-17	0	-1	0	-3	17	3	-7	17
O=C(COC(=O)c1cc(=O)[nH]c(=O)[nH]1)Nc1ccccc1F	0	-9	12	.	4	9	-9	-6	5	-6	5
N[C@@H](CCC(=O)N[C@@H](CSN=O)C(=O)NCC(=O)O)C(=O)O	-6	-12	-1	0	-9	-13	-4	8	-11	-5	0
CC(=O)Nc1ccc(NC(=O)c2cc(C3CC3)nc3c2cnn3C(C)C)cc1	-18	0	-9	.	10	-2	-1	-6	-1	-6	7
O=C(/C=C/c1cccs1)N1CCC2(CC1)Oc1ccc(F)cc1C(=O)C21CC(c2ccccc2)=NO1 (configuration not stated)	26	.	26	0	-5	7	2	-2	2	-11	11
COc1ccc(CC(=O)N[C@@H]2c3ccccc3CC[C@H]2OCc2ccccc2)cc1	-8	.	-6	.	8	20	-3	-1	4	-6	-1
CC(=O)Nc1ccc(NC(=O)Cn2cnc3c(nnn3Cc3ccc(F)cc3)c2=O)cc1	9	0	-1	-1	-12	8	-2	11	0	2	4
OC(CNCc1cccc(Cl)c1)c1ccccc1 (configuration not stated)	-3	1	16	2	-1	-1	-13	3	-12	-2	10
Cc1nc(Cc2nnc(SC(C)C(=O)Nc3ccccc3)o2)cs1 (configuration not stated)	-33	-1	12	.	-6	-6	-2	.	-12	9	10
Cc1cc(NC(=O)CSc2ccc3c(c2)OCCO3)no1	-33	0	12	4	-5	-4	17	4	2	0	-6
CC(=O)C1=C(C)NC(SCC(=O)c2ccc(F)cc2)=C(C#N)C1c1ccco1 (configuration not stated)	-41	38	-15	0	14	11	-12	10	-3	-11	-61
C=C(C)C1Cc2c(C)nn(-c3ccccn3)c2C1 (configuration not stated)	9	.	3	3	-8	-6	-1	6	7	.	8
O=C(Nc1cccnc1)c1cccc(S(=O)(=O)N2CCOCC2)c1	-8	.	2	-5	0	22	4	4	0	-7	4
CC(C)C(=O)NNC(=O)c1csc(-c2cccs2)n1	-6	-3	-12	1	-4	7	1	-3	9	-5	11
CCOC(=O)CCc1c(C)n[nH]c1C	15	6	-5	0	5	-25	-6	9	-6	-3	22
COc1cc(/C=N/n2cnn(Cc3ccccc3Cl)c2=S)cc(OC)c1OC	-29	-9	5	-1	-18	3	6	-1	19	-4	3
CCOc1ccc2nc(SC3CC(=O)N(c4ccccc4)C3=O)sc2c1 (configuration not stated)	-18	6	4	0	-2	-13	4	-22	-50	.	-99

(cont.)
SMILES	NR2E3 ag-1	Vif inh	CF NFkB inh	NR2E3 ag-2	KKLEB cytotox	Shn3 3UTR inh	PDI inh	TRPM1 prom inh	Peg3 promoter	CaV13 FRET inh	HIF-2a block
O=C1C=CCCC1	-14	29	-4	3	8	-6	.	3	6	.	3
COc1cc2cc(CN(C(=O)Nc3ccccc3)C3CCCC3)c(=O)[nH]c2cc1OC	16	-14	1	2	-5	4	5	8	33	-5	22
CCOc1ccc(NC(=O)N2CC=C(n3c(=O)[nH]c4ccccc43)CC2)cc1	8	-1	0	2	-5	26	-6	12	15	-5	2
CCCC(CCC)=NNc1ccc(S(=O)(=O)Nc2ccccc2OC)cc1[N+](=O)[O-]	2	7	20	-3	-23	25	-8	5	23	-5	17
CCOc1nc(C)ccc1-c1noc(-c2ccncc2)n1	-12	-5	4	0	-2	-25	0	-27	-89	-5	-102
COc1cccc(C(C(=O)NC2CCCC2)N(C(=O)c2ccco2)c2ccccc2)c1OC (configuration not stated)	-16	3	-10	-1	6	12	-3	-4	9	-7	6
COc1ccc(CCNC(=O)c2ccc(Br)cc2)cc1	3	-15	-15	.	-19	16	3	-11	-24	-4	-31
O=C(NNc1ccccn1)C(=O)NNS(=O)(=O)c1ccc(Cl)cc1	-3	-1	-6	3	9	-2	-9	3	2	-3	3
COCC(=O)NC1CCN(CC(=O)Nc2ccc(OC)cc2[N+](=O)[O-])CC1	-2	12	-3	0	1	-5	-7	-6	17	-5	11
